Screens deposited in PubChem by several laboratories.
ABHD4 inh = inhibits mouse alpha/beta hydrolase domain 4 | Q8VD66 | purified mABHD4, FP-Rh probe fluorescence polarization | inhibition, % at 8.92 µM | 370,000 tested, 0.54% active;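 active = inhibition exceeding the mean over every tested compound plus 3 SD, cut at about 30% in these data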;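 note: 0% = plate median of compound wells and 100% = S159A mutant with DMSO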
Target sequence (Q8VD66 whole entry, looked up, the tested form may be a part): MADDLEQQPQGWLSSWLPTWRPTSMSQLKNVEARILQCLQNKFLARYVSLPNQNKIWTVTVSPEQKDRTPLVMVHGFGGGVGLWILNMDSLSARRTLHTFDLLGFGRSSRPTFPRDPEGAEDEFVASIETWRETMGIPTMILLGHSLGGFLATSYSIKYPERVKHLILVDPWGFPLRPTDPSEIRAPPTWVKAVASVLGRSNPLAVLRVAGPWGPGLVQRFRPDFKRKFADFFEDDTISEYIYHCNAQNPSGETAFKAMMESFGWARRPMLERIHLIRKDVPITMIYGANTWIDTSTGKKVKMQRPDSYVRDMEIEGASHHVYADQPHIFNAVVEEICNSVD
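assay system = mABHD4 protein | compound dosing = single nominal dose of 8.92 µM, 0.89% DMSO final | read-out basis = percent inhibition of probe binding, normalized to plate controls | schedule = Enzyme–compound pre-incubation 45 min, then probe 60 min, both 25 °C | detection = fluorescence polarization, excitation 525 nm, emission 598 nm, BODIPY TMR filters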
ASAP1 GAP inh = inhibitors of human ASAP1 ArfGAP activity. Q9ULH1. ASAP1-stimulated ARF1 GTP hydrolysis, GDP FP detection. inhibition, % at 16.5 µM. 360,000 tested, 0.19% active. AID 624377; in the data active = inhibition above about 25%;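 note: 0% = vehicle with enzyme and substrate and 100% = no enzyme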
PG9 Ab binder = PG9 antibody binding by small molecule | TR-FRET gp120-PG9 antibody binding | inhibition, % at 6.7 µM | 360,000 tested, 0.43% active | AID 624416; in the data active = inhibition above about 8.5%
GC-A act = GC-A (human) enzyme activation; 370,000 tested, 0.14% active; activation, % at 10 µM; HEK293 GC-A cells, cGMP TR-FRET, EC30 ANP; 0% at EC30 ANP, 100% saturating ANP; P16066; AID 1671463; in the data active = activation above about 40%
SMARCA2 act = activators of SMARCA2 function. AID 652017. MG213 cells, MMTV-luciferase reporter, dexamethasone, overnight. 370,000 tested, 1% active. activation, % at 9.1 µM; in the data active = activation above about 7.8%;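 note: 0% = vehicle wells and 100% = reference activator wells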
NPR2 activator = GC-B (human) receptor activation; HEK293-GC-B cells, CNP EC30, cGMP TR-FRET; 0% at EC30 CNP, 100% saturating CNP; activation, % at 10 µM; 370,000 tested, 0.11% active; AID 1920062;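 active = activation at 10 µM reaching about 35% in either raw or pattern-adjusted values, limit read from the data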
HTRA1 inh = HTRA1 (human) protease inhibition; Q92743; recombinant HTRA1, FP-rhodamine activity-based probe, fluorescence polarization; inhibition, % at 5.96 µM; 340,000 tested, 0.5% active; AID 504803; in the data active = inhibition above about 36%;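 note: 0% = enzyme with DMSO and 100% = wells lacking enzyme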
ARFGAP1 inhibitor = rat ARFGAP1 inhibition. Q62848. Arfgap1-stimulated ARF1 GTP hydrolysis, GDP FP detection. inhibition, % at 16.5 µM. 360,000 tested, 0.26% active;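 active = inhibition above a per-plate limit, mean inhibition of low control wells plus 3 SD, cut at about 25% in these data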;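 note: 0% = DMSO wells with enzyme and 100% = wells lacking Arfgap1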
Target sequence (Q62848 1-136 limits assumed): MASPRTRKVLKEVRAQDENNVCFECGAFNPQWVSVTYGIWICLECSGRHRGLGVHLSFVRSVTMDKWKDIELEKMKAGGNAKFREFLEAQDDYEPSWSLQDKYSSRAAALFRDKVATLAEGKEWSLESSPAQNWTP
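Material: truncated rat Arfgap1 GAP domain; Incubation: compound-enzyme preincubation 20 min, reaction 120 min, detection 60 min, 25 °C; Read-out: percent inhibition of Arfgap1-stimulated GTP hydrolysis; Technique: FP, GDP Alexa 633 tracer displaced from anti-GDP antibody, 620/688 nm; Controls: No-Arfgap1 wells (100%) versus DMSO full-reaction wells (0%); Replication: single well per compound.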
rCAG RNA binder = r(CAG) repeat RNA binding; AID 651821; TO-PRO-1 dye displacement fluorescence; inhibition, % at 3 µM; 370,000 tested, 1.3% active;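 active = inhibition above the plate cutoff, the mean of all test compounds on that plate plus 3 SD, cut at about 35% in these data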;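 note: 0% = DMSO alone and 100% = 100 µM mitoxantrone as full dye displacement; higher means more dye released from RNA so lower well fluorescence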
NR1D1 modulator = Rev-erb alpha (human) modulation | Rev-erbα–FITC-DNA binding, fluorescence polarization, 90 min | 370,000 tested, 0.79% active | AID 1259318 | activity, % at 10 µM;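 active = activity above about 14%, limit read from the data; passing the limit was not always enough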;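 note: 0% = DMSO wells with 35 nM protein and 100% = DMSO wells with 750 nM protein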
Target sequence (P20393 whole entry, looked up): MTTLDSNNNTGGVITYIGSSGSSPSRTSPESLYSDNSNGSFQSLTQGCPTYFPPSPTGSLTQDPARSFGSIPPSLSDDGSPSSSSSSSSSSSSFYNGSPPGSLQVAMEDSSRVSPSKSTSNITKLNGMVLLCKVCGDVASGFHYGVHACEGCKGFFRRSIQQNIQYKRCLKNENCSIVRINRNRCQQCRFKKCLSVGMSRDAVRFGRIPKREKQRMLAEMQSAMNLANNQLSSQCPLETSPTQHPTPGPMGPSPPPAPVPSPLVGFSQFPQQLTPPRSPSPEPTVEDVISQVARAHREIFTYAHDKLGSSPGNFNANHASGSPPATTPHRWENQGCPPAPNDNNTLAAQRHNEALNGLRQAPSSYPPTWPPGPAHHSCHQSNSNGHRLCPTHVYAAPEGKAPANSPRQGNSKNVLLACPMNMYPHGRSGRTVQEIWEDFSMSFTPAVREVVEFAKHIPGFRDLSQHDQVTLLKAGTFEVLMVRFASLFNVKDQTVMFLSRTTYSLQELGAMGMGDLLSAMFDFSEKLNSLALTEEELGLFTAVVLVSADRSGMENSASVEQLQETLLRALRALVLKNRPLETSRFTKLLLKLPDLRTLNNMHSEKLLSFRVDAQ
An asterisk follows results filed as active; x = not tested or not shown. Not a hit list; overall some 4.4% were active at least once.

SMILES	ABHD4 inh	ASAP1 GAP inh	PG9 Ab binder	GC-A act	SMARCA2 act	NPR2 activator	HTRA1 inh	ARFGAP1 inhibitor	rCAG RNA binder	NR1D1 modulator
CC(=O)Nc1cccc(C(=O)Nc2nc(C)cs2)c1	-4	7	0.2	8	1	0	0	-1	1	-2
CCC(=O)N(C)CCc1cc2c(c(OC)c1/C=N/NC(=O)c1ccc(Br)cc1)OCO2	4	4	-4.5	-4	3	-2	-8	-6	0	-7
O=C(NC(C(=O)N/N=C/c1ccccn1)c1n[nH]c(=O)c2ccccc12)c1ccccc1 (stereo unspecified)	-1	-12	-2.4	-1	7.9*	6	-3	4	1	-4
O=C(c1ccc(NS(=O)(=O)c2ccc(Cl)cc2)cc1)N1CCOCC1	4	0	2.0	0	-4	6	5	7	4	-1
CCCCOC(=O)c1ccc(NC(=S)NC(=O)c2c(Br)c(C)nn2C)cc1	3	2	1.4	-2	-1	-1	4	1	2	0
COc1ccc(NC(=O)CSCC(=O)NCc2ccco2)cc1	0	-24	-0.8	-1	0	-5	-6	7	4	-2
COc1ccc(C(=O)OCC(=O)NC(=O)NC(C)C)cc1OC	-2	4	-0.4	5	-1	4	3	3	-4	5
CCOc1ccc(N(CC(=O)NCc2ccco2)S(=O)(=O)c2ccc(OC)c(OC)c2)cc1	1	5	-1.7	-8	-1	-7	-2	-2	-1	-7
COc1cccc(NC(=O)NCc2ccccn2)c1	1	5	-0.7	5	2	6	4	0	-1	1
CC1OC2C(OC1C)N(S(C)(=O)=O)CCN2S(C)(=O)=O (stereo unspecified)	6	7	0.7	-1	-3	-2	-5	4	-1	8
Cc1ccc(CN(CC(=O)N/N=C/c2ccco2)S(=O)(=O)c2ccc(C)cc2)cc1	-9	-4	-1.6	4	-1	-1	-35	0	-2	0
Cc1cc(NC(=O)c2ccccc2F)ncc1NC(=O)c1cccs1	-3	4	-1.7	1	2	-1	2	9	3	2
CCCn1nc(CC(=O)O)c2ccccc2c1=O	-2	1	-1.6	3	-1	4	-2	-9	-2	3
CC(=O)Nc1ccc(Oc2ccc(NC(C)=O)c(NC(C)=O)c2)cc1	-3	0	2.4	1	-2	6	-1	5	-2	-2
COc1ccc(Oc2nc(-c3ccccc3)ncc2S(=O)(=O)c2ccccc2)cc1	-3	15	-3.4	-4	2	-3	6	2	0	7
COc1cc(-c2nc3ccc4ccccc4c3c3c2CCC3)ccc1O	6	5	-0.6	-5	-1	2	-7	-10	3	1
CCOC(=O)N1CCC(NCCNC(=O)c2cccs2)CC1	5	-10	2.4	5	-1	9	0	-11	-2	-1
CCCC1C(=O)N(Cc2ccccc2)C(=O)CC1C (stereo unspecified)	-6	0	-1.1	2	-3	0	0	-4	-5	5
Cc1cc(Cl)ccc1OCC(=O)NNC(=O)C1CSC2(C)CCC(=O)N12 (stereo unspecified)	4	-8	-0.8	4	-2	-1	-5	10	0	6
CCN(CC(=O)Nc1c(F)cccc1F)C(=O)C1CCN(C(=O)c2ccc(Cl)cc2)CC1	1	1	0.8	6	-2	1	3	-10	-5	-9
O=C(Cn1nnc2c(sc3nc4c(c(-c5ccccc5)c32)CCC4)c1=O)c1ccccc1	-7	-11	1.1	1	0	-1	-5	2	1	3
COc1ccc(/C=C2\SC(=S)N(CCCC(=O)N3CCN(C)CC3)C2=O)cc1OC	4	6	-3.9	1	2	-1	-1	-4	0	-1
O=C(/C=C/c1ccccc1Cl)NC1CCS(=O)(=O)C1 (stereo unspecified)	2	11	-1.9	-1	-1	2	1	-3	0	2
NC(=O)c1c(NC(=O)Cc2ccccc2)sc2c1CCN(Cc1ccccc1)C2	-2	-9	-1.1	-1	-2	7	-16	2	1	1
CCCC(=O)NC(=S)Nc1ccccc1N1CCOCC1	-6	-8	1.1	2	-3	5	2	11	0	-4

Continuation:
SMILES	ABHD4 inh	ASAP1 GAP inh	PG9 Ab binder	GC-A act	SMARCA2 act	NPR2 activator	HTRA1 inh	ARFGAP1 inhibitor	rCAG RNA binder	NR1D1 modulator
CCCn1c(N)c(C(=O)CSc2nc(C3CC3)n(-c3ccccc3)n2)c(=O)[nH]c1=O	2	15	-1.9	-6	2	1	-1	8	2	-9
Cc1ccc(CN2CC(C(=O)N3CCN(S(=O)(=O)c4ccc(C)cc4C)CC3)CC2=O)cc1 (stereo unspecified)	-4	0	-0.8	-4	-2	1	-4	5	-2	-1
C/C(=N/NC(=O)c1cccs1)c1cccc(N)c1	-11	12	0.9	-1	3	3	-6	6	3	-1
O=C(CNC(=O)c1ccc(Br)o1)Nc1cccc(S(=O)(=O)N2CCCC2)c1	-3	9	-1.8	-1	-2	5	-4	10	-5	0
CSc1ccccc1NC(=O)C1CCN(S(C)(=O)=O)CC1	1	9	-1.6	-1	0	2	-3	-3	-3	7
CC(OC(=O)c1nsc(Cl)c1Cl)C(=O)NCCc1ccccc1 (stereo unspecified)	-1	-2	-0.2	0	1	-4	-2	5	-4	2
Cc1cccc2c1NC(C)CC2C (stereo unspecified)	7	10	-0.6	-3	-2	2	10	8	0	2
c1cc(CNc2ccc(N3CCOCC3)cc2)ccn1	22	9	-6.2	-5	-2	-4	8	-4	-2	-1
CCN(CC)c1ccc(/C=N/NC(=O)c2ccc3c(c2)OCCO3)cc1	6	12	-9.1	5	3	1	1	-12	-2	3
COc1ccc(C2C(C(=O)O)CC(=O)N2c2ccc(OC)cc2)cc1 (stereo unspecified)	0	-1	1.5	2	-2	-1	2	1	0	-3
CC(CC(C)C(=O)Nc1ccccc1C(C)(C)C)C(=O)O (stereo unspecified)	5	7	1.9	1	-1	-2	-1	-7	-5	2
COc1cc2c3c(c1OC)C1(C=CC(=O)C=C1)CC3N(C(=O)c1ccccc1)CC2 (stereo unspecified)	6	12	1.0	-1	-1	-2	5	-6	-6	1
Cc1ccnc(N2C(=O)C3C4CC(C(Br)C4Br)C3C2=O)c1 (stereo unspecified)	5	4	0.5	0	1	1	6	-3	-5	1
CC(C(=O)Nc1cccc(S(=O)(=O)N2CCOCC2)c1)N1CCN(C)CC1 (stereo unspecified)	8	-4	-2.3	3	2	-2	-1	7	0	-3
COc1ccc(N2CCN(C(=O)c3ccc(CS(=O)(=O)c4ccc(OC)cc4)o3)CC2)cc1	-1	-16	1.3	-1	-1	-8	-1	-13	4	-1
CC(C)NC(=O)N(C)C[C@@H]1OCCCC[C@@H](C)Oc2ccc(NC(=O)Nc3ccc(F)cc3)cc2C(=O)N([C@H](C)CO)C[C@@H]1C	-6	-8	-0.1	3	2	6	x	1	3	0
COc1cc(NS(=O)(=O)c2ccc(Nc3nc(-c4ccccc4)cs3)cc2)nc(OC)n1	11	6	0.2	4	2	-4	-46	3	87*	1
COc1ccc(C(=O)NCCSc2ccc(C)cc2)cc1	-9	-5	-1.9	2	1	-1	-4	5	-6	-4
Cc1onc(-c2ccccc2)c1-c1n[nH]c(=S)n1-c1ccc(C(=O)O)cc1	4	6	0.3	3	-1	3	8	-7	3	-1
O=C(NC1CC(=O)N(c2ccccc2)C1)C1CC1 (stereo unspecified)	5	4	1.6	2	-2	4	7	-3	0	-1
CC(C)(C)c1nc2scc(-c3cccs3)c2c(=O)o1	7	18	-0.2	3	1	-1	-3	-1	0	7
C[C@@H](C(=O)Nc1cccnc1)n1c(=O)[nH]c2ccccc2c1=O	2	-12	0.5	-1	-2	0	0	5	-2	-2
CCCCOc1ccc(S(N)(=O)=O)cc1	0	-5	0.2	-3	1	3	2	20	-3	-3
Cc1cc(C)c(S(=O)(=O)N(CC(=O)N2CCCC2)C2CCCCC2)c(C)c1	-5	5	0.0	-14	-3	-9	1	2	-6	-1
CCOc1ccc(C(=O)COc2ccc(NC(C)=O)cc2)cc1	-7	7	-0.2	-3	0	-10	-8	-11	10	-1

The list continues.
SMILES	ABHD4 inh	ASAP1 GAP inh	PG9 Ab binder	GC-A act	SMARCA2 act	NPR2 activator	HTRA1 inh	ARFGAP1 inhibitor	rCAG RNA binder	NR1D1 modulator
O=C(NNC(=S)NCc1ccc(Cl)cc1)c1ccc(Br)o1	6	3	2.3	2	0	5	0	4	13	5
CC1=NN(C(C#N)c2c(C)nn(Cc3ccccc3)c2C)C(C)(C)C1 (stereo unspecified)	-3	3	-1.3	3	-3	1	5	-5	-1	4
COc1ccccc1S(=O)(=O)N1CCNC(=O)C1	0	-1	-1.5	4	-2	2	5	-4	4	5
Cc1ccc(N(C(=O)c2ccn[nH]2)C(C(=O)NC2CCCC2)c2cccs2)cc1 (stereo unspecified)	0	-2	-3.1	-42	0	-14	x	1	-2	5
COC(=O)c1ccc2c(c1)S(=O)(=O)NC2C (stereo unspecified)	1	-3	1.7	4	-1	3	x	-4	0	-1
COc1cc2c(C(=O)N3CCN(C)CC3)c(C)oc2cc1Br	-2	-6	0.1	-4	-3	3	-3	10	-7	3
CN(C)c1nc(N)c([N+](=O)[O-])c(N2CCCCCC2)n1	1	-1	1.7	12	-1	8	-3	-1	0	-2
Cc1ccccc1OCCC(=O)NCCc1ccc(S(N)(=O)=O)cc1	0	9	-1.8	6	-1	3	4	1	1	-3
O=C(NC1CC1)C1=C[C@H](C2CCCCC2)C[C@H](OCc2ccc(CO)cc2)O1	-7	5	-1.3	4	0	-2	-13	0	-9	3
O=C1OCCC1Sc1nnc(-c2cccc(Br)c2)o1 (stereo unspecified)	2	4	-1.7	60*	-1	37*	5	11	0	3
CC(C)CC(=O)Nc1nc(-c2ccc(S(=O)(=O)N3CCOCC3)cc2)cs1	-4	-4	1.1	4	-1	3	-15	4	0	-4
Cc1ccc(NCC(=O)Nc2ccc(Br)cc2)cc1C	1	8	0.1	-5	-2	3	-31	13	1	-3
Cc1ccc(-c2cn3cccc(C)c3n2)cc1	-4	-3	0.0	0	14*	0	0	6	-3	-2
O=S(=O)(c1ccc(F)cc1)c1snnc1-c1ccccc1	0	6	2.5	1	-4	-5	-9	-6	0	3
Cc1cccc(NS(=O)(=O)c2ccc3[nH]c(=O)cc(C(=O)O)c3c2)c1	6	6	-2.1	2	-3	2	1	-4	1	-1
CCn1cc(C2=NC(CC(C)C)CO2)c2ccccc21 (stereo unspecified)	6	-1	0.1	-1	-1	-5	-8	-6	-6	-8

7 neighbouring compounds from above, for reference:
SMILES	ABHD4 inh	ASAP1 GAP inh	PG9 Ab binder	GC-A act	SMARCA2 act	NPR2 activator	HTRA1 inh	ARFGAP1 inhibitor	rCAG RNA binder	NR1D1 modulator
CN(C)c1nc(N)c([N+](=O)[O-])c(N2CCCCCC2)n1	1	-1	1.7	12	-1	8	-3	-1	0	-2
Cc1ccccc1OCCC(=O)NCCc1ccc(S(N)(=O)=O)cc1	0	9	-1.8	6	-1	3	4	1	1	-3
O=C(NC1CC1)C1=C[C@H](C2CCCCC2)C[C@H](OCc2ccc(CO)cc2)O1	-7	5	-1.3	4	0	-2	-13	0	-9	3
O=C1OCCC1Sc1nnc(-c2cccc(Br)c2)o1 (stereo unspecified)	2	4	-1.7	60*	-1	37*	5	11	0	3
CC(C)CC(=O)Nc1nc(-c2ccc(S(=O)(=O)N3CCOCC3)cc2)cs1	-4	-4	1.1	4	-1	3	-15	4	0	-4
Cc1ccc(NCC(=O)Nc2ccc(Br)cc2)cc1C	1	8	0.1	-5	-2	3	-31	13	1	-3
Cc1ccc(-c2cn3cccc(C)c3n2)cc1	-4	-3	0.0	0	14*	0	0	6	-3	-2
